OPRM1-OPRD1 inv – mu-delta opioid heterodimer inverse agonism; P35372+P41143; cell-based MOR-DOR heterodimer luminescence; inhibition, % at 9.3 µM; 340,000 tested, 0.21% active; AID 504357; in the data active means inhibition above about 22%, passing the limit was not always enough;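 further: 0% = cells with DMSO and 100% = wells without cells with DMSO; values of inactives mirror those of a sister screen read the other way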
Target sequence (P35372 whole entry, looked up): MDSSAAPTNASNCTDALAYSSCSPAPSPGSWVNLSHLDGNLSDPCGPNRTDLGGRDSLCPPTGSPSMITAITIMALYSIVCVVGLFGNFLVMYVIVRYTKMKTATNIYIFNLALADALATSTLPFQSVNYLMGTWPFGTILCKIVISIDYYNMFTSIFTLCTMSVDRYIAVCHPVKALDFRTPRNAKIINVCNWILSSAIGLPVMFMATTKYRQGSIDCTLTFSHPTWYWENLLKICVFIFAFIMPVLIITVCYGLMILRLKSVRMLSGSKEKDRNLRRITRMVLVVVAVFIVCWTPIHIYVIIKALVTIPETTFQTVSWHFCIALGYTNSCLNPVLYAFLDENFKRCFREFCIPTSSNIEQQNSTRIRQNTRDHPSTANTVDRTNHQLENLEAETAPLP
Target sequence (P41143 whole entry, looked up): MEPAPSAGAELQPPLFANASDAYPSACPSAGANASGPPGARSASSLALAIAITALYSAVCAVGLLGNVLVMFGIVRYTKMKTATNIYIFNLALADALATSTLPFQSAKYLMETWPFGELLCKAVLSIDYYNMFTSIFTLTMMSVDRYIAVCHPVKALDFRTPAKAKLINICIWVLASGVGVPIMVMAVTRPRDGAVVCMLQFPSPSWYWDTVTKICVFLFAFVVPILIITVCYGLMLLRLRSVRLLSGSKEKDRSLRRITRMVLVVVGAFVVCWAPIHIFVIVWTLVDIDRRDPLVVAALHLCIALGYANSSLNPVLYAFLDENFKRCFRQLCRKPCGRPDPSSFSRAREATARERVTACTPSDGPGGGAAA
Ecoli viability – reduces bacterial viability in AddAB counter-screen; E. coli V3065 growth, OD600 absorbance, 18 h; inhibition, % at 11.9 µM; 330,000 tested, 0.27% active; AID 449728;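 active means inhibition above the campaign's mean inhibition across all tested compounds plus 3 SD, cut at about 9.9% in these data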;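 further: uninfected addAB+ strain grown without phage in ampicillin broth; 0% = DMSO wells and 100% = ciprofloxacin 0.95 µg/ml wells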
SUMO Mot1 rescue – SUMOylation pathway inhibition by Mot1-301 growth rescue; 320,000 tested, 1% active; growth rescue, % at 18.8 µM; AID 2716; S. cerevisiae Mot1-301 growth rescue, ATP luminescence, 38.5C; percent above DMSO median, 100 means doubled;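 active means every valid replicate shows activation above 250% relative to neutral control wells; inactive means the rest, any valid replicate at or below 250%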;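 further: OY570 slx delta 5 strain wells were the positive control but not used for scaling; some compounds called inactive have numbers as strong as hits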
PKA-R1A activ – activates the PKA-R1A holoenzyme complex; PKA-R1A dissociation, Cy5-IP20 fluorescence polarization; scaled: DMSO 0%, 113 µM cGMP 100%; activation, % at 11.4 µM; 340,000 tested, 0.083% active; AID 504707;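 active means percent activation above the mean of all tested compounds plus 3 SD, cut at about 19% in these data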;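 further: higher means more PKAc released from R1A so a rise in polarization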
phage Ecoli inh – E. coli growth loss with phage present; AID 651602; 360,000 tested, 0.26% active; inhibition, % at 11.9 µM; growth absorbance; in the data active means inhibition above about 11%
HTR5A inv ag – HTR5A inverse agonism, opioid heterodimer counter-screen; P47898; HTR5A cell line, luminescence; inhibition, % at 9.3 µM; 340,000 tested, 0.083% active; in the data active means inhibition mostly above about 23%, no sharp cut-off; inactive means mostly below about 18%;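 further: 0% = cells with DMSO and 100% = no-cell wells with DMSO; some compounds called inactive have numbers as strong as hits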
AddAB inh – less growth of phage-infected E. coli with AddAB | 330,000 tested, 0.29% active | inhibition, % at 11.9 µM | E. coli expressing H. pylori AddAB, absorbance growth | AID 435030; in the data active means inhibition above about 12%;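 further: 0% = vehicle wells of infected cells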
PfHsp90 yeast 2 – reduces growth (ATP signal) of yeast expressing P. falciparum Hsp90; 310,000 tested, 0.32% active; AID 504621; S. cerevisiae expressing PfHsp90, BacTiter-Glo ATP, 48 h; yeast lacking PDR1 and PDR3 efflux regulators; inhibition, % at 9.4 µM;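 active means every replicate shows inhibition above about 80%, whatever the replicate mean, limit read from the data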;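 further: 0% = DMSO neutral controls and 100% = 20 µM radicicol positive controls; yeast relying on Plasmodium falciparum Hsp90 in place of its own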
Tat export inh – E. coli Tat transport inhibition; E. coli MC4100 TorA-mCherry Tat export, fluorescence; 340,000 tested, 0.036% active; inhibition, % at 10 µM;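 active means mean replicate inhibition at least 50% and at least half of replicates individually reaching 50%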;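 further: exported cargo escapes ClpAP degradation while cytoplasmic cargo is degraded and loses fluorescence; 0% = median of neutral control wells and 100% = median of NaSCN control wells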
OPRM1-OPRD1 ag – agonists of human mu-delta opioid receptor heterodimerization. activation, % at 9.3 µM. cells, OPRM1-OPRD1 heterodimerization, luminescence. AID 504326. 340,000 tested, 0.3% active. P35372+P41143; in the data active means activation above about 18%;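 further: 0% = vehicle-treated cells and 100% = reference agonist; values of inactives mirror those of a sister screen read the other way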
PKA-R2B activ – activates the human PKA-R2B holoenzyme complex. P22694+P31323. PKA-R2B holoenzyme dissociation, Cy5-IP20 fluorescence polarization; R2B truncated from residue 108, S112A mutant; 0% DMSO only, 100% 113 µM cGMP. 340,000 tested, 0.079% active. activation, % at 11.4 µM;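 active means activation above a cutoff set at the mean over all compounds plus 3 SD, cut at about 18% in these data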;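 further: higher means more holoenzyme dissociation and a rise in polarization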
Numbers without * were called inactive; nt = no result given.

Sequence of screens – OPRM1-OPRD1 inv, Ecoli viability, SUMO Mot1 rescue, PKA-R1A activ, phage Ecoli inh, HTR5A inv ag, AddAB inh, PfHsp90 yeast 2, Tat export inh, OPRM1-OPRD1 ag, PKA-R2B activ
- Cc1ccc(-n2nnnc2SCC(=O)Nc2ccc3c(c2)COC3=O)cc1C
 : 10, -1.2, -18, 3, 2.4, -1, 1.8, -6, -11, -1.6, -3
- Cc1nn(Cc2ccc(Cl)cc2)c(C)c1NC(=O)c1noc2c1CCCCC2
 : -15, 2.1, 28, 1, nt, 10, 1.9, nt, 8, 2.8, -12
- CC(=O)Nc1ccc(NC(=O)COC(=O)c2ccc(C)s2)cc1
 : -3, -0.4, 16, 1, -0.5, -21, -0.1, 6, -5, 0.6, -4
- COc1ccc(S[C@@H](CCN2CC[C@H](O)CCC2=O)c2ccccc2)cc1
 : 13, 4.6, -10, 5, -0.6, -7, 1.1, 14, -6, -2.4, 5
- CCOc1cc(C2C(C#N)=C(N)Oc3cc(N)ccc32)ccc1O (stereo not drawn)
 : 6, -1.2, -6, -15, 3.4, 7, 3.1, -7, 2, -1.4, 5
- COc1cc2c(cc1NC(=O)c1cc(-c3ccncc3)nc3ccccc13)oc1ccccc12
 : 6, -2.4, -4, 9, 0.0, 13, 3.7, 2, 7, -1.1, 5
- Cc1cccc(C)c1NC(=O)c1ccc(OCc2c(C)noc2C)cc1
 : 7, 1.6, -1, 6, 2.9, 4, 1.2, 23, -6, -1.9, -15
- COCCNC(=O)CSc1nc(-c2ccccc2)c(-c2ccccc2)o1
 : 11, -0.8, 0, -6, -0.2, 1, 3.0, 17, 5, -2.0, -11
- CCCCN(C)CCN1C(=O)C2C(C(=O)Nc3ccc(OC)cc3)C3C=CC2(O3)C1C(=O)NC1CCCCC1 (stereo not drawn)
 : -5, 2.3, -7, 1, 0.9, 5, 5.6, 1, 2, 0.7, -3
- N#CC1=C(N)N2C(=C(C#N)C13CCCCC3)SC1CCCCC12O (stereo not drawn)
 : -13, 3.5, 56, 11, 3.0, 16, 2.6, 1, -4, 2.4, -4
- O=C(O)C1CSC2c3ccccc3C(=O)N12 (stereo not drawn)
 : -8, 2.2, 6, -12, 0.9, -10, 1.4, 29, 3, 1.3, -3
- COc1cccc(C(=O)N/N=C/c2ccc(OC)c(COc3ccccc3C(N)=O)c2)c1
 : 12, 0.1, 10, -1, 2.4, -1, 1.0, -21, -4, -3.5, -5
- CC1CC1C(=O)NCCc1ccc(Cl)cc1 (stereo not drawn)
 : 9, 0.6, 15, 11, 1.5, -27, -0.3, 5, -1, -1.8, 7
- c1ccc(CSc2ccc(-c3ccccn3)nn2)nc1
 : 17, 3.8, -2, -1, 10, -4, 4.9, -1, 11, -3.5, 2
- Cc1ccc(NC(=O)c2ccc(S(=O)(=O)N3CCC(C)CC3)cc2)nc1
 : -11, 1.6, -7, 5, 2.1, 2, 1.4, -9, 4, 1.6, 1
- CNC(=O)C(C)c1ncc(C(F)(F)F)cc1Cl (stereo not drawn)
 : -1, 2.8, 5, -10, 3.0, -4, 2.7, -9, -5, 0.2, -8
- COc1ccc(N(C(=O)CNC(=O)c2ccco2)C(C(=O)NC2CCCCC2)c2ccco2)cc1 (stereo not drawn)
 : 8, -3.8, -16, -10, 1.5, 2, 0.3, 9, -6, -1.6, -5
- O=c1ccc(-c2ccc(S(=O)(=O)NCC3CCN(Cc4cccc(F)c4)CC3)s2)n[nH]1
 : 1, 3.5, 13, -3, 2.4, -23, 4.7, 2, -8, -0.2, -3
- Cn1c(=O)n(C)c2cc(/C=C3/NC(=O)N(Cc4ccccc4)C3=O)ccc21
 : 6, -0.1, 5, -5, 1.9, 12, -1.4, -12, -3, -1.0, -1
- Fc1cccc(NC(=S)NNc2c3ccccc3nc3ccccc23)c1
 : -18, nt, nt, -11, 4.1, 0, nt, -48, 5, 3.8, -4

The results go on.
Sequence of screens – OPRM1-OPRD1 inv, Ecoli viability, SUMO Mot1 rescue, PKA-R1A activ, phage Ecoli inh, HTR5A inv ag, AddAB inh, PfHsp90 yeast 2, Tat export inh, OPRM1-OPRD1 ag, PKA-R2B activ
- Cc1ccccc1NC(=O)Cc1nc(COC(=O)CCC(=O)c2ccccc2)cs1
 : 5, 0.0, -20, -2, 2.7, -13, -1.1, -6, 2, -1.0, 9
- COC(=O)c1ccc(/C=N\N2CCN(Cc3ccc(C)cc3)CC2)cc1
 : -30, -1.2, 98, 9, 2.5, -50, 2.3, 13, -5, 5.7, -4
- O=C(Cn1cc(COc2ccccc2[N+](=O)[O-])nn1)c1ccc(O)cc1
 : 7, nt, nt, -6, 4.8, 2, nt, 16, -9, -1.4, 5
- O=C(COc1ccc(C(=O)c2ccc(F)cc2)cc1)NCc1ccc(F)cc1
 : -7, 0.2, 61, 0, 3.5, 3, 4.3, -1, -3, 1.3, -7
- CN(Cc1ccccc1)C(=O)COC(=O)C12CC3CC(CC(Br)(C3)C1)C2
 : -39, 0.1, -9, -1, 3.3, -10, -2.0, 0, -6, 8.9, -4
- COc1ccc(CCNC(=O)CCN2C(=O)COc3ccccc32)cc1OC
 : -7, -0.5, 5, 5, 3.7, 12, 2.5, -30, -2, 1.2, 6
- Cc1ccc(NC(=O)CN2C(=O)S/C(=C\c3cccn3-c3cccc(C(=O)O)c3)C2=O)cc1C
 : 16, 0.3, 63, -11, 4.6, 1, 2.2, 6, -8, -2.8, -15
- O=C(Nc1ccc(CN2CCOCC2)cc1)c1ccc2ccccc2c1
 : 17, 1.4, 24, -4, 1.5, -3, 5.8, 18, 5, -3.4, 5
- COc1ccc(C(=O)COC(=O)CN2CC(=O)Oc3ccccc32)cc1Br
 : 4, -1.7, -5, -7, -1.1, 2, 0.5, 5, -1, -0.8, 4
- O=C(CN1CCN(S(=O)(=O)c2ccc(F)c(Cl)c2)CC1)N1CCc2ccccc21
 : 10, 1.4, 29, 0, 0.0, 10, 3.3, 5, 3, -2.7, -2
- Cc1nonc1NC(=O)CSc1nc2cc(Cl)ccc2c2c1CCCC2
 : -6, -0.6, 27, 2, nt, -14, -2.5, -8, 0, 1.1, -11
- C=C(C)CNC(=S)N/N=C/c1ccc(NC(C)=O)cc1
 : 7, 0.2, nt, 0, 1.5, -7, -0.5, 5, -7, -1.3, 11
- CC(C)(C)NC(=O)C(c1ccc(Cl)cc1)N(CCO)C(=O)c1snc(C(N)=O)c1N (stereo not drawn)
 : 14, 0.6, -13, -7, 0.0, 10, 2.0, 14, -3, -2.9, 16
- O=C(Nc1ccccc1N1CCOCC1)c1cc(Cl)c2c(c1)OCO2
 : 10, 0.2, 1, -15, 0.9, -14, -1.3, nt, -4, -2.7, 4
- COc1ccc(Cl)cc1N/C(N)=N/c1nc(C)cc(C)n1
 : 13, 0.2, 8, 12, 1.1, 1, -0.5, -19, -8, -2.8, 2
- COc1cccc(OC)c1C(=O)NNC(=O)c1ccccc1-n1cccc1
 : 2, -1.5, 278, -7, 2.4, 5, -2.0, -4, 19, -0.4, 17
- COc1cc(NS(=O)(=O)c2ccc(NC(=S)NC(=O)COc3ccccc3OC)cc2)nc(OC)n1
 : 7, 1.0, -14, -5, 1.7, 11, -0.5, -32, 0, -1.5, 0
- OCCCn1c(C2CCCN2c2nc(-c3ccc(F)cc3)cs2)nc2cc(C(F)(F)F)ccc21 (stereo not drawn)
 : -15, 0.0, -28, 2, 1.5, 6, 2.5, nt, 0, 2.8, -4
- CCOC(=O)[C@H]1[C@H]2COc3ccc(Cl)cc3[C@@H]2N2C(=O)CN(CC3CCCO3)C(=O)[C@@]12C (stereo partly drawn)
 : 13, -0.4, -17, 18, 1.1, -6, 1.3, 25, -6, -2.4, 18
- OC(CCN1CCC2(CC1)OCCO2)C(F)(F)F (stereo not drawn)
 : 12, 0.2, 1, -1, 3.8, 2, 4.3, 15, -6, -2.6, 9

Following part.
Sequence of screens – OPRM1-OPRD1 inv, Ecoli viability, SUMO Mot1 rescue, PKA-R1A activ, phage Ecoli inh, HTR5A inv ag, AddAB inh, PfHsp90 yeast 2, Tat export inh, OPRM1-OPRD1 ag, PKA-R2B activ
- Cc1cc(C(=O)N2CCCC(C(=O)c3cc(F)ccc3F)C2)c(C)o1 (stereo not drawn)
 : -4, 1.5, 7, -16, 2.9, -20, 1.0, 7, -3, 0.8, -7
- CCN(CC)S(=O)(=O)c1ccc2[nH]cc(C(=O)NCCc3ccc(OC)c(OC)c3)c(=O)c2c1
 : -3, -2.0, -7, -12, 1.6, -29, 1.1, 36, -8, 0.5, 11
- Cc1nc2ccc(NC(=O)NC(=O)c3c(Cl)cccc3Cl)cc2o1
 : 7, 0.8, 10, 13, 3.9, -25, 3.0, 13, -12, -1.4, 5
- Cc1c(Cl)cccc1NC(=S)NCC(C)C
 : -3, -2.8, 120, -3, 5.4, -1, -0.2, -3, -1, 0.3, -4
- COc1ccc(CCNC(=O)c2cc(=O)n(C)c(=O)n2C)cc1OC
 : 16, -2.3, 8, -3, 1.2, -17, -0.1, nt, 6, -3.1, 5
- COc1ccc(NS(=O)(=O)c2cccc(NC(=O)c3cnccn3)c2)cc1Br
 : nt, 0.4, 1, nt, 4.4, nt, 0.5, 5, -2, nt, nt
- COc1cccc(/C=N/Nc2ncnc3scc(-c4ccccc4)c23)c1OC
 : -9, -2.2, 0, -21, 1.8, 5, -1.3, -31, 9, 1.7, -17
- Cc1cc(NC(=O)c2ccco2)no1
 : 18, -0.5, 56, -3, 0.2, 12, 0.6, 5, -9, -3.2, 1
- CC(C)NC(=O)c1sc(=S)n2c1[nH]c(=O)c1ccc(C(=O)NCCc3ccc(Cl)cc3)cc12
 : 2, 0.1, 0, -1, -0.8, -1, 3.2, -7, -5, -0.5, -2
- CC(=O)C(C)Oc1ccc(Cc2ncc(C(F)(F)F)cc2Cl)cc1 (stereo not drawn)
 : -26, 1.3, 4, -9, 4.0, 29, -0.6, 14, -2, 4.9, 1
- Cc1ccc(OCC(=O)NN2C(=O)c3ccccc3C2=O)c(C)c1
 : 2, -1.2, 436*, 9, -0.7, -25, 0.2, 9, -7, -0.4, 5
- CCN(CC)S(=O)(=O)c1cc(NC(=O)C(C)OC(=O)c2[nH]c(C)c(C(C)=O)c2C)ccc1C (stereo not drawn)
 : -4, -1.1, -1, -9, 0.9, 18, 0.0, 1, 0, 0.9, 0
